# Assay outcomes from PubChem BioAssay.
# PhoP inhibition: PhoP-dependent GFP reporter repression – Salmonella Typhimurium, primary screen (AID 1863); S. Typhimurium PhoP-regulated promoter GFP reporter, 4 h; higher % means a stronger effect; one-dose inhibition, % at 50 µM; IC50 in µM for titrated hits; hit rate 0.16% among 300,000;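 active = inhibition over 29.93%, a cutoff 3 SD above the screen mean, later confirmed by dose response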;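 also: 0% = low Mg2+ inducing control and 100% = high Mg2+ repressing control; strong numbers were not always called active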
# GPR55 LPI antagonism: inhibition of LPI-stimulated GPR55 beta-arrestin translocation – imaging, U2OS, beta-arrestin-GFP, LPI agonist, primary screen (AID 2013). U2OS GPR55 beta-arrestin-GFP translocation imaging, LPI antagonism; higher % means a stronger effect. one-dose inhibition, % at 10 µM; IC50 in µM for titrated hits. hit rate 0.13% among 290,000;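 active = spots per cell inhibited over 60%, with over 100 cells counted and total cytoplasm intensity under 500,000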;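 also: U2OS cells stably carrying GPR55 and arrestin-GFP stimulated by 5 µM LPI near EC80; imaged beta-arrestin-GFP aggregate spots per cell after agonist stimulation; plate controls were LPI-stimulated DMSO wells for no effect and DMSO wells without LPI for full effect; some results filed as inactive read as strong as hits; confirmed hits need IC50 under 10 µM and bright autofluorescent wells are also inconclusive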
# K1F lysis inhibition: inhibition of K1F phage lysis, E. coli UTI89, bacterial capsule biogenesis inhibitors, alamar blue (AID 488966); E. coli UTI89 K1F phage lysis, alamar blue, 2 h; higher % means a stronger effect; inhibition, % at 100 µM; hits with a dose series show IC50 in µM; hit rate 0.02% among 340,000;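 active = phage lysis inhibition, versus mean bacterial control, above a set limit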;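 also: capsule biogenesis inhibitors block K1F phage lysis so surviving cells raise fluorescence; higher fluorescence means more inhibition of phage lysis; actives were called in the ten point dose series up to 300 µM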
# SV40 large T antigen: SV40 large T antigen inhibitors, biochemical (AID 1903). SV40 large T antigen ATPase/helicase inhibition assay; higher % means a stronger effect. one-dose inhibition, % at 20 µM; IC50 in µM for titrated hits. hit rate 0.39% among 310,000; in the data active = a potency from the dose series; also: strong numbers were not always called active
# NS5 inhibitors: flavivirus cap methylation enzyme inhibition – biochemical, confirmation dose response, primary screen (AID 588689). hit rate 0.3% among 340,000. Dengue-2 NS5 methyltransferase capping enzyme assay, biochemical; higher % means a stronger effect. one-dose inhibition, % at 25 µM; IC50 in µM for titrated hits; in the data active = a potency from the dose series
# GPR35 antagonists: GPR35 antagonists blocking zaprinast-driven arrestin recruitment, primary screen, imaging, U2OS, beta-arrestin-GFP, zaprinast agonist (AID 2058); hit rate 0.052% among 290,000; U2OS GPR35 beta-arrestin-GFP translocation imaging, zaprinast antagonism; higher % means a stronger effect; inhibition, % at 10 µM, or IC50 in µM where a hit was titrated;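 active = inhibition of at least 50% with at least 30 cells and total cytoplasm GFP at most 10,000,000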
# HIV fusion peptide: cell-free HIV fusion peptide-binding blockers – biochemical, uHTS, fluorescence dequenching, primary screen (AID 1986). inhibition, % at 20 µM; hits with a dose series show IC50 in µM. hit rate 0.3% among 290,000. cell-free peptide binding, fluorescence dequenching, 30 min; higher % means a stronger effect; in the data active = inhibition mostly above about 52%, no sharp cut-off; inactive = mostly below about 76%; also: some results filed as inactive read as strong as hits
# RSV antiviral HEp-2: RSV antiviral activity via CPE protection, HEp-2 cells, primary 10 µM value included (AID 2391); HEp-2 cells, RSV-induced CPE inhibition; higher % means a stronger effect; hit rate 0.13% among 310,000; CPE inhibition, % at 10 µM, or IC50 in µM where a hit was titrated; in the data active = a potency from the dose series; also: strong numbers were not always called active
# Rac1 GTP hydrolysis: MgcRacGAP GTPase-activating activity inhibitors, confirmation, biochemical, ADP Hunter fluorescence. MgcRacGAP-stimulated Rac1 GTP hydrolysis, ADP Hunter fluorescence; higher % means a stronger effect; GST-tagged Rac1 F28L mutant substrate. one-dose inhibition, % at 30 µM; IC50 in µM for titrated hits. hit rate 0.6% among 340,000;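 active = first-screen hits whose inhibition reached a set limit at any dose in the follow-up dose series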;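 also: fluorescence reports GDP produced by GAP-driven GTP hydrolysis; strong numbers were not always called active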
# * hit, by the source's call; . = not tested or not shown; [ ] = dose if it differs, or a comment.
# Each structure is followed by: HIV fusion peptide	K1F lysis inhibition	GPR55 LPI antagonism	SV40 large T antigen	PhoP inhibition	NS5 inhibitors	Rac1 GTP hydrolysis	RSV antiviral HEp-2	GPR35 antagonists
CC1C=CCC2C(=O)N(c3cccc(C(=O)NCCc4ccccc4)c3)C(=O)C12 (centres undefined)
  4.7%	0.3%	-10%	11%	-1%	5%	14%	-1.5%	-8%
Cc1ccc(NC(=S)Nc2cccc3ccccc23)cc1F
  -0.7%	0.1%[50 µM]	-16%	9%	-6%	-1%	5%	15%	-12%
O=C(CN1c2ccccc2Sc2ccccc21)N/N=C/c1ccc(Cl)cc1Cl
  0.5%	0.7%	4%	6%	-9%	-1%	11%	21%	-10%
O=C(NC1CCSc2ccccc21)c1cc([N+](=O)[O-])ccc1N1CCOCC1 (centres undefined)
  .	1.1%[50 µM]	.	14%	-2%	-4%	8%	-1.4%	.
CC(C)(C)C1c2[nH]c3ccccc3c2CCN1CCCn1cccn1 (centres undefined)
  1.7%	0.3%	3%	-5%	11%	-4%	11%	0.4%	5%
Cc1cccc(NC(=S)N2CCN(C(=O)c3ccco3)CC2)c1
  -1.9%	1.4%[50 µM]	-1%	-3%	6%	-8%	8%	2.8%	2%
O=C(c1ccccc1)N1CCN(Cc2ccccc2)CC1
  4.7%	1.7%[50 µM]	5%	11%	1%	-3%	18%	2.8%	-7%
CCOC(=O)c1cc(-c2ccccc2)sc1NC(=O)c1ccc(OC)cc1
  0.7%	.	10%	7%	4%	.	.	1.5%	-3%
CNC(=O)/C(C#N)=C/c1c(N2CCCCCC2)nc2ccccn2c1=O
  0.4%	0.1%	-7%	16%	10%	-3%	9%	2.5%	-7%
CCOC(=O)Cc1c(C)nc2c(C#N)c[nH]n2c1=O
  9.9%	-0.1%	9%	4%	-7%	-1%	-4%	-0.4%	-8%
COCCn1c(N)c(Sc2ccc([N+](=O)[O-])cc2)c(=O)[nH]c1=O
  -1.5%	0.4%	5%	25%	-3%	2%	12%	1.8%	-21%
NC(=O)C(c1ccc(Cl)cc1)c1ccc(Sc2ccc(Cl)cc2)nn1 (centres undefined)
  11%	0.4%	17%	0%	0%	6%	12%	0.0%	-11%
CN(CC(=O)Nc1cccnc1)S(=O)(=O)c1ccccc1
  1.0%	6.2%	9%	5%	12%	1%	6%	1.2%	-4%
[O-]/C(=C(\C(=S)Nc1cccc2ccccc12)[n+]1ccccc1)c1cccs1
  7.0%	0.1%	-7%	11%	-5%	-3%	11%	0.3%	19%
Cc1nn(C)c(C)c1S(=O)(=O)N1CCC(CO)(Cc2ccc(Cl)cc2)CC1
  1.5%	-0.7%	-2%	-2%	9%	-7%	13%	16%	4%
CC(C)Cc1nnc(NC(=O)CSc2ccccn2)s1
  -3.3%	-0.6%	-23%	-5%	4%	2%	3%	2.5%	7%
COc1ccc(Cl)cc1NC(=O)CCc1nnc2ccc(N3CCC4(CC3)OCCO4)nn12
  -1.3%	0.3%	2%	4%	6%	-10%	7%	0.4%	18%
Cc1ccn(CCC(=O)N2CCCC(CCC(=O)N3CCN(c4ccccn4)CC3)C2)n1 (centres undefined)
  0.9%	-0.2%	12%	-3%	-2%	4%	3%	0.5%	16%
Cc1nn(-c2ccc3nnc(Br)n3n2)c(C)c1Br
  -1.5%	.	6%	14%	-4%	.	.	.	-9%
CCN(CC(O)CON=C1c2ccccc2-c2ccccc21)S(=O)(=O)c1ccc(C)cc1 (centres undefined)
  0.8%	0.1%	89%*	12%	0%	-2%	3%	7.4%	-1%
CCC(C)NC(=O)c1ccccc1NC(=O)/C(=C/c1ccc(OC)cc1)c1ccccc1 (centres undefined)
  0.8%	1.3%[50 µM]	9%	-10%	-1%	4%	13%	11%	-13%
Cc1cccc(C(=O)NC2C(=O)NNC2c2ccc(Cl)cc2)c1 (centres undefined)
  7.8%	0.1%	-8%	13%	-2%	29%	23%	0.9%	20%
CN(Cc1ccccc1)C(=O)c1ccc2c(c1)NC(=O)C(N1CCOCC1)S2 (centres undefined)
  1.2%	0.1%	12%	-7%	10%	1%	2%	.	7%
Cc1cc(Cl)c(S(=O)(=O)Nc2ccc(Cl)cn2)cc1OCC(N)=O
  2.2%	-0.6%	3%	4%	5%	-10%	6%	0.8%	9%
Cc1ccc(NC(=O)c2ccc(C)c(NC3=NC4CS(=O)(=O)CC4S3)c2)cc1C (centres undefined)
  -0.9%	-0.2%	-7%	1%	.	3%	15%	1.1%	-16%
Cc1ccc(Cn2c(C3CCCN3c3nc(-c4cc(Cl)c(N)c(Cl)c4)cs3)nc3cc(Cl)c(Cl)cc32)cc1 (centres undefined)
  .	2.0%	.	7%	4%	-8%	10%	0.8%	.
COC(=O)c1cn(Cc2ccccc2C)nn1
  -1.0%	3.0%	0%	3%	11%	-4%	7%	0.7%	-4%
COc1ccc(OCC(=O)NCCC2=CCCCC2)c([N+](=O)[O-])c1
  -0.2%	-0.1%	-4%	5%	-3%	-6%	5%	8.0%	2%
COc1cc2c(c(OC)c1OC)-c1c(cc(OC)c(OC)c1OC)C[C@](C)(O)[C@@H](C)C2
  -0.4%	1.5%	8%	9%	0%	-4%	15%	0.7%	9%
CCOC(=O)CSc1nc2cc(C(=O)N3CCC(C(N)=O)CC3)ccc2c(=O)n1C1CCCCC1
  -1.7%	0.2%	12%	5%	1%	-1%	-4%	0.0%	-4%
CC(C)Cc1nc(N2CCN(C(=O)c3ccco3)CC2)c(C#N)c2c1CCCC2
  -0.1%	0.5%	6%	8%	2%	4%	3%	15%	23%
CC(C)CSc1nc2c(=O)[nH][nH]c(=O)c2n1Cc1ccccc1
  1.3%	-0.6%	4%	10%	-2%	13%	1%	2.2%	8%
CC1CN(C(=O)c2c(Br)cnn2C)CC(C)O1 (centres undefined)
  0.3%	1.4%[50 µM]	-7%	10%	-5%	1%	5%	1.5%	6%
Cc1cc(NC(=O)CSc2nc3cc(Cl)ccc3s2)no1
  0.8%	-0.4%	3%	-2%	8%	8%	11%	3.7%	0%
CCCCNC(=O)C1CCN(c2nc(C)cc(C)n2)CC1
  1.5%	0.3%	4%	4%	-3%	2%	5%	2.5%	-4%
CC(C)[C@@H](C(=O)NC1CCCC1)N1C(=O)N2CCc3c([nH]c4ccccc34)[C@@]2(C)C1=O
  2.0%	3.3%	1%	3%	14%	-4%	-2%	1.1%	9%
Cc1ccc2c(C)cc[n+](CCCS(=O)(=O)[O-])c2c1
  0.5%	1.5%	6%	0%	8%	-2%	-1%	1.8%	2%
CCc1ccc([C@@H]2CC=C(C(=O)O)[C@H](c3ccccc3)N2S(=O)(=O)c2ccc(C)cc2)cc1
  .	-2.4%	.	23%	-11%	15%	4%	10%	.
FC(F)(F)c1nc(-c2cccnc2)ncc1-c1nnnn1-c1ccccc1
  1.2%	-0.5%	4%	6%	6%	-6%	-2%	8.1%	-6%
CC(C)c1ccc(S(=O)(=O)NCc2ccc3c(c2)OCO3)cc1
  2.5%	0.0%	10%	7%	3%	0%	13%	0.4%	4%

# Profiles as entered above. Screens in order: HIV fusion peptide, K1F lysis inhibition, GPR55 LPI antagonism, SV40 large T antigen, PhoP inhibition, NS5 inhibitors, Rac1 GTP hydrolysis, RSV antiviral HEp-2, GPR35 antagonists
# `CC(C)Cc1nc(N2CCN(C(=O)c3ccco3)CC2)c(C#N)c2c1CCCC2` is entered as -0.1%, 0.5%, 6%, 8%, 2%, 4%, 3%, 15%, 23%
# `CC(C)c1ccc(S(=O)(=O)NCc2ccc3c(c2)OCO3)cc1` is entered as 2.5%, 0.0%, 10%, 7%, 3%, 0%, 13%, 0.4%, 4%

# Continued:
# Each structure is followed by: HIV fusion peptide	K1F lysis inhibition	GPR55 LPI antagonism	SV40 large T antigen	PhoP inhibition	NS5 inhibitors	Rac1 GTP hydrolysis	RSV antiviral HEp-2	GPR35 antagonists
CC(NC(=O)c1ccc2c(c1)C(=O)N(Cc1cccnc1)C2=O)c1ccccc1 (centres undefined)
  0.0%	1.0%[50 µM]	-4%	18%	1%	-2%	9%	0.4%	-4%
CC(Sc1n[nH]c(-c2ccccc2)n1)C(=O)c1c(N)n(C)c(=O)n(C)c1=O (centres undefined)
  .	1.5%[50 µM]	.	10%	-4%	-7%	6%	-1.7%	.
CCN(CC(=O)Nc1ccccc1C(F)(F)F)C(=O)CCc1ccccc1
  1.1%	0.9%	5%	17%	2%	-7%	8%	1.1%	-14%
COC(=O)Cn1ccc(N(C)C)c(C#N)c1=O
  -2.0%	2.3%	-15%	5%	6%	-4%	-1%	2.8%	-14%
Cc1c(CN2CCC(C(=O)Nc3cccc(-c4cccc(Cl)c4)c3)CC2)cnn1C
  -0.2%	0.7%	10%	28%	0%	-5%	12%	17%	-8%
CCCCOc1ccc(N(CC(=O)NCC2CCCO2)C(=O)CCC(=O)Nc2cc(C)ccn2)cc1 (centres undefined)
  -0.8%	-0.8%	4%	-6%	7%	4%	4%	-0.6%	6%
COc1ccc(C(=O)N(C)Cc2ccccn2)cc1OC1CCN(C(C)C)CC1
  0.5%	0.1%	-8%	12%	6%	1%	5%	-0.1%	-20%
C=CCN(c1ccccc1)S(=O)(=O)c1cccc(C(=O)Nc2ncccc2O)c1
  .	1.6%[50 µM]	.	19%	-1%	1%	-1%	-0.9%	.
Cc1nc([N+](=O)[O-])c(NCCO)n1Cc1ccccc1
  0.4%	-0.3%	-8%	4%	-16%	.	5%	2.8%	7%
C/C(CC(=O)Nc1ccc(N(C)C)cc1)=N\NC(=O)c1ccc(Cl)cc1
  -1.7%	-0.1%	2%	22%	-3%	7%	21%	2.8%	-14%
O=C(CCn1cnnn1)Nc1ccccc1F
  -0.4%	0.6%	-4%	12%	-4%	-1%	13%	3.5%	3%
COc1cccc(CNC(=O)CN(c2cc(C)cc(C)c2)S(=O)(=O)c2c(C)noc2C)c1
  1.6%	-4.6%	-5%	7%	-3%	1%	-7%	0.6%	4%
Cc1c(N=CN2CCOCC2)c(=O)n(C)c(=O)n1C
  -0.2%	0.1%	4%	8%	2%	-3%	10%	0.6%	-13%
CCOc1cc(C(=O)Nc2ccncc2)cc(OCC)c1OCC
  -0.3%	-0.8%	4%	26%	-3%	-6%	11%	-0.8%	-13%
CCC(C)(C)C1CCC2(CC1)NC(=O)N(CC(=O)N(C)Cc1ccc(OC(F)F)cc1)C2=O (centres undefined)
  .	1.7%[50 µM]	.	21%	-4%	-9%	7%	9.4%	.
Cc1ccc(S(=O)(=O)N2CCCC(C(=O)Nc3ccc(C(=O)O)cc3)C2)cc1Cl (centres undefined)
  4.5%	-1.3%	-1%	9%	-4%	0%	6%	1.0%	-5%
COc1ccc(C)cc1-n1c(SCC(=O)Nc2cccc(C(=O)O)c2)nc2ccccc2c1=O
  6.5%	-0.2%	12%	5%	-6%	3%	-1%	0.2%	2%
Cc1ccc([N+](=O)[O-])cc1-c1ccc(/C=N\n2nnnc2N)o1
  -2.0%	0.2%	5%	12%	-12%	-4%	2%	-1.0%	.
